AmpC inh det – Promiscuous and Specific Inhibitors of AmpC Beta-Lactamase (assay with detergent); P00811; purified AmpC, nitrocefin hydrolysis with detergent; Potency, µM (highest dose often 28.7 µM), for the others: top-dose activity change, negative = inhibition; actives 0.09% (n = 71,000); active = well fitted curve in the direction sought with a large enough effect
Target sequence (P00811 whole entry, looked up): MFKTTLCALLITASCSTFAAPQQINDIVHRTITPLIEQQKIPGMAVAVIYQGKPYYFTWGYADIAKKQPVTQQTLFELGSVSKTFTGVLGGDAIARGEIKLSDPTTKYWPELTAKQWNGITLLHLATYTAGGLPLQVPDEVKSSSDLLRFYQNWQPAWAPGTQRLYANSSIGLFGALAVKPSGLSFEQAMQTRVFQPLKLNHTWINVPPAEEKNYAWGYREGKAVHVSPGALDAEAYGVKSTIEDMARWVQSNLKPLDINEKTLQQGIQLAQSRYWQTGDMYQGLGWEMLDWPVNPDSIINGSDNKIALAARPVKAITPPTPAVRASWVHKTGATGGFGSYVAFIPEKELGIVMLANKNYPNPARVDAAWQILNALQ
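E. coli AmpC (5.3 nM) in 20 mM phosphate pH 7.0 with 0.01% Triton X-100, preincubated 15 min RT with compound; nitrocefin (2 uL of 800 uM stock) hydrolysis followed by 480 nm absorbance every 20 s over 4 min.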
Active calls of the source: *; [ ] = dose if it differs, or a comment. % is scaled to controls: 0 for no effect and ±100 for the full control effect; potency is read from the fitted curve at half-maximal effect. Some of the compounds tested, so the mix of outcomes need not match the whole.

SMILES	AmpC inh det
COc1cc(-c2nc(Cc3c(F)cccc3Cl)no2)cc(OC)c1OC	-1%
CCOC(=O)c1cc(NC(=O)N2CCCCC2)c(C)nc1C	-1%
O=C(NCC1CCCCC1)C1CCCN(C(=O)NC2CCCCC2)C1 (configuration not stated)	1%
O=C(CSc1nnnn1C1CCCC1)Nc1cccc(NC(=O)c2ccco2)c1	9%
CCOc1ccc(N(CC(=O)Nc2ccc(C)c(C)c2)S(=O)(=O)c2c(C)noc2C)cc1	6%
CCCCCc1nnc(NC(=O)OCCC)s1	5%
COc1cc(OC)cc(C(=O)N2CCC(n3c(C)nc4cc(F)ccc43)CC2)c1	-6%
CC(=O)Nc1ccc(S(=O)(=O)Nc2cc(C)c(-n3nc4ccccc4n3)cc2O)cc1	-1%
Cc1nnc(SCC(=O)Nc2sccc2C(N)=O)n1Cc1ccccc1	18%
COCCn1c(Sc2nc(C)cs2)nc2c1c(=O)[nH]c(=O)n2C	5%
Cc1cccc(C)c1NC(=O)CCCSc1nnnn1C	-5%
CN(C)c1ccccc1CN1CCCN(Cc2ccccc2N(C)C)C1c1ccncc1	0%[5.75 µM]
COc1cc(NC(=O)C2CCN(S(=O)(=O)c3cccc4nonc34)CC2)cc(OC)c1	10%
O=C(Nc1ccccc1)c1ccc(S(=O)(=O)N(CCO)CCO)cc1	-5%
COc1ccc(C)cc1S(=O)(=O)N(C)CC(=O)Nc1ccc2c(c1)OCO2	-4%
Cc1ccc(C(=O)CSc2nc3ccccc3c(=O)n2N)o1	-1%
CCCCN(CC)CCNc1c(N2CCN(C(=O)OCC)CC2)c(=O)c1=O	-6%
c1ccc(Nc2n[nH]nc2-c2ccccc2)cc1	-6%
COc1ccccc1Nc1nc(N)nc(CN2CCN(c3ccccc3F)CC2)n1	-5%
COC(=O)[C@@]1(Cc2ccc(F)cc2)[C@H]2c3cc(C(=O)N(C)C)n(CCCNc4ccc(C(F)(F)F)cc4Cl)c3C[C@H]2CN1C(=O)c1ccccc1	4%
CCC1S/C(=C(\C#N)C(=O)NCc2ccco2)N(c2ccc(Br)cc2)C1=O (configuration not stated)	13%
CCOC(=O)N1CCC(NC(=O)c2sc(-n3cccc3)nc2C)CC1	10%
S=C(NC1CCCCC1)NC1CCCCC1	16%
COc1cc(CNc2ccc3[nH]c(=O)[nH]c3c2)ccc1OCC(=O)NC(C)(C)C	-1%
O=C(NCc1cccs1)c1ccc(Cl)s1	-3%
CC1=C(C(=O)NCCN2CCN(C)CC2)C2(CCC(C)CC2)OC1=O (configuration not stated)	-3%
CCOc1ccc(N2C(=O)c3ccccc3C2O)cc1 (configuration not stated)	12%
CCCn1nnc(NC(=O)c2cc3ccccc3o2)n1	-3%
Cc1ccc(S(=O)(=O)Cc2ccc(C(=O)N3CCCCCC3)o2)cc1	15%
CCOC(=O)c1[nH]c2ccc(F)cc2c1NC(=O)C(C)N1CCc2cc(OC)c(OC)cc2C1 (configuration not stated)	-4%

Looked up one by one from above, 4 records:
SMILES	AmpC inh det
COc1cc(CNc2ccc3[nH]c(=O)[nH]c3c2)ccc1OCC(=O)NC(C)(C)C	-1%
CCCn1nnc(NC(=O)c2cc3ccccc3o2)n1	-3%
CC1=C(C(=O)NCCN2CCN(C)CC2)C2(CCC(C)CC2)OC1=O (configuration not stated)	-3%
O=C(NCc1cccs1)c1ccc(Cl)s1	-3%

More compounds:
SMILES	AmpC inh det
O=C(OCCN1CCCCC1)c1ccccc1Cl	-2%
O=C(Cn1cnc2ccccc2c1=O)NCCC(=O)N1CCN(Cc2ccccc2)CC1	1%
CCCCOC(=O)C1=C(C)Nc2nnnn2C1c1ccc(OC)c(OC)c1OC (configuration not stated)	-5%
O=C1NC(=O)N(C2CCCCC2)C(=O)C1C1c2ccccc2C(=O)N1Cc1ccccc1 (configuration not stated)	-5%
O=C(NCCC1=CCCCC1)C1CCCN(S(=O)(=O)c2ccccc2)C1 (configuration not stated)	-6%
CC(C)C(NC(=O)CC12CC3CC(CC(C3)C1)C2)C(=O)O (configuration not stated)	-3%
CC1CCN(S(=O)(=O)c2ccc(NC(=O)c3cccs3)cc2)CC1	-2%
O=C(CSc1nnc2scc(-c3ccccc3)n12)NCc1ccco1	-1%
Cc1ccc(Cn2nnc(C(=O)Nc3cccc(C)c3C)c2N)cc1	-3%
COc1ccccc1NC(=O)C1=C(C)NC(SCC(=O)c2ccccc2)=C(C#N)C1c1ccco1 (configuration not stated)	-4%
Cc1cc(=O)n(C)c(=O)n1CCCNc1ccccc1	-1%
CCN(CC)S(=O)(=O)c1ccc(C(=O)NCCc2cc3c(OC)ccc(OC)c3[nH]c2=O)cc1	0%
c1ccc2c(c1)NC1(CCCCC1)n1c-2nc2ccccc21	12%
CCOc1ccc(N(CC(=O)N2CC=C(c3ccccc3)CC2)S(=O)(=O)c2c(C)noc2C)cc1	11%
Cc1ccc(S(=O)(=O)NCCN(CCNS(=O)(=O)c2ccc(C)cc2)S(C)(=O)=O)cc1	-5%
Cc1cccn2c(N)c(-c3ccccc3)nc12	-4%
O=S(=O)(Nc1ccc(-c2nc3cccnc3s2)cc1)c1cccs1	12%
CCOC(=O)C(NC(=O)c1ccc(OC)cc1)(Nc1cc(C)on1)C(F)(F)F (configuration not stated)	-2%
CCCCNc1cc(=O)n(C)c(=O)[nH]1	11%
Cc1ccc2cc(CN(CC3CCCO3)S(=O)(=O)c3c(C)ccc4nsnc34)c(=O)[nH]c2c1 (configuration not stated)	25%
CN1CCN(c2ncc3nc(-c4ccc(Cl)cc4)c(=O)n(CCC#N)c3n2)CC1	0%
COc1ccc(Br)cc1S(=O)(=O)N1CC(C)OC(C)C1 (configuration not stated)	-2%
COc1ccccc1NC(=O)Nc1ccnn1C1CCCCC1	0%
CC(=O)c1c(C)nc2ccccn12	-4%
Cc1cccc(C2=NCC(=O)N(CC(=O)NCc3ccco3)c3sc4c(c32)CCCC4)c1	-4%
CCOC(=O)c1c(C)n(COCCO)c2ccc(O)cc12	-3%
O=C(COc1ccc(S(=O)(=O)N2CCCCC2)cc1)N1CCCCCC1	-6%
Cc1ccc(-c2nnn(CC(=O)NCCc3ccc4c(c3)OCO4)n2)o1	10%
CC(C)n1c(NCc2cccs2)nc2ccccc21	-1%
COc1ccc(N2CCN(C(=O)c3ccc4nc(N5CCCCC5)sc4c3)CC2)cc1	3%

Some of these compounds in order of number of heavy atoms, smallest number first.
SMILES	AmpC inh det
COc1ccccc1NC(=O)Nc1ccnn1C1CCCCC1	0%
Cc1ccc(S(=O)(=O)Cc2ccc(C(=O)N3CCCCCC3)o2)cc1	15%
COc1ccc(C)cc1S(=O)(=O)N(C)CC(=O)Nc1ccc2c(c1)OCO2	-4%
CCCCOC(=O)C1=C(C)Nc2nnnn2C1c1ccc(OC)c(OC)c1OC (configuration not stated)	-5%

(further entries)
SMILES	AmpC inh det
O=C(Nc1nc(-c2cccs2)cs1)c1cccc(S(=O)(=O)N2CCCCCC2)c1	0%
COc1ccc(Br)c(C(=O)Nn2c(C)nc3ccccc3c2=O)c1	-3%
CCCc1[nH]nc2c1C(c1ccccc1OC)C(C#N)=C(N)O2 (configuration not stated)	-5%
c1ccn2c(c1)nc1c2nc2ccccn21	0%
Cc1nc2nc[nH]n2c(=O)c1NS(C)(=O)=O	-3%
Cn1cc(S(=O)(=O)N2CCN(c3cccc(C(F)(F)F)c3)CC2)c(=O)n(C)c1=O	13%
CN(C)c1ncc2nc(-c3ccccc3)c(=O)n(C[C@H]3CCCO3)c2n1	0%
CSCCC(NC(=O)c1ccccc1)C(=O)NCc1ccco1 (configuration not stated)	-2%
C#C[C@]1(O)CC[C@@H]2[C@H]3CCC4=CCCC[C@@H]4[C@@H]3CC[C@@]21C	-1%[12.8 µM]
Nc1ccc(S(=O)(=O)Nc2ccccn2)cc1	-2%[12.8 µM]
Cc1c(C(=O)NCCN2CCOCC2)sc2nc(-c3ccc(F)cc3)cn12	-2%
O=C(NCc1ccccc1)c1noc2c1CCCCC2	0%
COc1ccc(C2N3CC4(C)CN2CC(C)(C3)C4O)cc1 (configuration not stated)	12%
O=C(COc1ccc(OCc2ccccc2)cc1)NC1CCOC1=O (configuration not stated)	-1%
COc1ccc(-c2nc(C#N)c(N3CCCCCC3)o2)cc1OC	-1%
Cc1ccc(NC(=O)CS(=O)CC(=O)N(c2ccccc2)C(C)C(=O)NC2CCCC2)cc1 (configuration not stated)	0%
CC1(C)[C@@H]2CC[C@]1(C)[C@@H](OC(=O)/C=C\c1ccccc1)C2	-3%[5.75 µM]
Cc1nnc(C)n1/N=C/c1ccc(C(C)C)cc1	-6%
O[C@H]([C@H](O)[C@@H](O)c1nc2ccccc2[nH]1)[C@@H](O)c1nc2ccccc2[nH]1	-7%[5.75 µM]
CCCc1nc2oc3c(N4CCNCC4)ncnc3c2c2c1CCCC2	-1%

2 neighbouring records out of the list so far, for reference:
SMILES	AmpC inh det
COc1ccc(-c2nc(C#N)c(N3CCCCCC3)o2)cc1OC	-1%
Cc1ccc(NC(=O)CS(=O)CC(=O)N(c2ccccc2)C(C)C(=O)NC2CCCC2)cc1 (configuration not stated)	0%

Further entries
SMILES	AmpC inh det
Cc1ccc(NC2=CC(=O)CCC2)cc1C	0%
COc1ccccc1NC(=O)CC1C(=O)Nc2c1c(=O)n(C)c(=O)n2C (configuration not stated)	-1%
COCCCN1CC23C=CC(O2)C(C(=O)O)C3C1=O (configuration not stated)	9%
CCCn1cnc2c(cnn2-c2ccc(F)cc2)c1=O	8%
COCCn1c(=O)c(-c2cc(F)cc(F)c2)nc2cnc(Oc3ccccc3)nc21	-3%
N#Cc1cc2c(=O)n3ccccc3nc2n(CCN2CCOCC2)c1=O	0%
CCCOc1ccc(C2C(C(=O)OC)=C(C)N=C3SCCC(=O)N32)cc1OCC (configuration not stated)	-5%
CCOc1cc(NC(=O)c2ccco2)c(OCC)cc1NC(=O)CCc1ccc(OC)cc1	6%
CCOC(=O)c1cnc(SCC(=O)N2CCc3ccccc32)nc1N	0%
CCCN(CCC)CCSc1nc(O)c(C(C)C)c(=O)[nH]1	10%
CC1CCC(N2CCN(S(C)(=O)=O)CC2)CC1 (configuration not stated)	-3%
O=C(O)Cc1ccc([N+](=O)[O-])cc1[N+](=O)[O-]	-2%[5.75 µM]
O=S(=O)(Nc1nccs1)c1ccc2c(c1)OCCO2	13%
CN(CC(=O)Nc1ccc(F)c(Cl)c1)S(=O)(=O)c1cccc2nsnc12	-4%
Cc1c(C(=O)O)[nH]c2c1C(=O)CC(c1ccc(Cl)cc1)C2 (configuration not stated)	15%
COc1ccc(-c2noc(CCC(=O)NCCCN3CCC(C)CC3)n2)cc1	-5%
COCCCN1C(=O)C(=O)/C(=C(/O)c2ccc(OCC(C)C)cc2C)C1c1cccnc1 (configuration not stated)	0%
Cc1onc(-c2ccccc2)c1C(=O)NCC1CCCO1 (configuration not stated)	-4%
Cn1c(=O)c2c(nc(CN3CCCCC3)n2Cc2c(F)cccc2Cl)n(C)c1=O	9%
CCOC(=O)c1ccc(N2CN=C3SCC(=O)N3C2)cc1	-1%
COc1ccc(C=O)cc1	9%
O=C1CSC(c2cccnc2)N1C1CCCCC1 (configuration not stated)	0%
CCS(=O)(=O)Nc1ccc(-c2nnc(SCC(=O)c3ccc(NC(C)=O)c(OC)c3)o2)cc1	-4%
CCn1c(SCC(=O)NCc2ccccc2)nc2ccccc2c1=O	-4%
Cc1noc(/C=C/N(C)C)c1S(=O)(=O)N(C)CC(=O)N1CCc2ccccc21	-2%
COc1ccccc1-c1cc(C(=O)NC(C)C)no1	-5%
CCOc1ccc(NC(=O)c2cc3n(n2)C(C(F)(F)F)CC(c2ccco2)N3)cc1 (configuration not stated)	-4%
COc1ccc(C(=O)N2CCN(c3nc4ccccc4o3)CC2)cc1OC	12%
CCCc1nnc(NC(=O)c2cc(OC)cc(OC)c2)s1	-2%
CC(C)(C)OC(=O)N1CCCC1C(=O)NCCc1ccccc1 (configuration not stated)	1%
CC(C)C[C@@H](CC(=O)N[C@@H](CCCN)CC(=O)N[C@@H]1CCNC[C@H]1C(=O)N[C@H](CC(=O)N[C@@H](CCC(=O)O)CC(=O)O)CC(C)C)NC(=O)[C@@H]1CNCC[C@H]1N	-4%
O=C(Cc1ccccc1)N1CCN(Cc2c[nH]c3ccccc23)CC1	-1%
CCOC(=O)C1=C(CS(=O)(=O)c2ccccc2)NC(=O)NC1c1ccccc1 (configuration not stated)	-4%
c1ccc([C@H](CCN2CCCC2)c2ccccn2)cc1	-2%[5.75 µM]
COc1ccc(CNc2ncncc2-c2ccccc2C(F)(F)F)c(OC)c1	1%
Cc1cc(C(=O)O)c(S(C)(=O)=O)s1	-2%
CC(C)n1nnnc1CN1CCN(C)CC1	5%
CC(C)(C)c1ccc(OCC(=O)NCc2ccco2)cc1	0%
N#Cc1ccc(CN2CCCC3(CCNCC3)C2)cc1	-1%
COc1ccc(-n2c(=O)cnc3cnc(Oc4cccc(Cl)c4)nc32)cc1	0%
CC(=O)NCCNc1ncncc1-c1ccc(N(C)C)cc1	7%
CCOC(=O)c1nnn(-c2nn3nnnc3c3ccccc23)c1C	18%
CN(CCNC(=O)C1(O)c2ccccc2NC(=O)N1c1ccccc1)Cc1ccccc1 (configuration not stated)	-2%
